# Source: PubChem BioAssay (National Center for Advancing Translational Sciences (NCATS))
# Tb PGK inh: blocks T. brucei phosphoglycerate kinase; AID 602233; hit rate 0.043% among 380,000; PGK/GAPDH coupled, Kinase-Glo luminescence, 60 min; Potency, µM (highest dose often 57.5 µM), for inactives: at the highest dose activity change, negative = inhibition, most hits filed as inhibitors; further: potency means the concentration at half of the fitted maximal effect; on the % scale 0 is the no-effect control and ±100 the full control effect; nearly all actives have a fitted effect of over 60% in size
#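 Luminescent ATP detection (Kinase-Glo Plus) follows a 60-minute room-temperature incubation, with wells lacking PGK as controls. Buffer: 100 mM TEA (pH 7.6), 5 mM MgCl2, 0.01% Tween-20. Coupling enzyme GAPDH (100 nM final) supplies unstable 1,3-BPG in-well.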
# APE1 inh: inhibitors of human APE1 endonuclease; hit rate 0.35% among 350,000; Potency, µM (titrated, usually from 65.8 µM), without a hit: at the top dose activity change, negative = inhibition, actives largely listed as inhibitors; P27695; AID 2517; recombinant APE1, TAMRA/BHQ-2 abasic DNA cleavage fluorescence;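 further: potency means the concentration at half of the fitted maximal effect; plate controls were vehicle for no effect and reference inhibitor for full effect; nearly all actives have a fitted effect of over 55% in size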
# Target sequence (P27695 whole entry, looked up): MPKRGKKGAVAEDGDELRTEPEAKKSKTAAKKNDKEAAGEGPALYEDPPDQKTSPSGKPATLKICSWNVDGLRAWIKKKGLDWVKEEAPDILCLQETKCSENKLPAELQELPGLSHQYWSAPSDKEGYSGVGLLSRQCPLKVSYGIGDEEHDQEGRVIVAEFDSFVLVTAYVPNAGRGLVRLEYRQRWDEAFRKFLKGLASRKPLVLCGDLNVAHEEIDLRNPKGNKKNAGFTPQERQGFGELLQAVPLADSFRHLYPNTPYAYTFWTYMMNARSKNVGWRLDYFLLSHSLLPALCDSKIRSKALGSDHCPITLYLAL
#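 Quantitative HTS: incision of a TAMRA/BHQ-2 double-stranded substrate bearing a tetrahydrofuran abasic site by 0.75 nM APE1 raises fluorescence. Substrate 50 nM final, added after 15 min compound preincubation at room temperature; progress as third-minus-first kinetic read difference.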
# Pol kappa inh: inhibitors of human DNA polymerase kappa; AID 588579; purified Pol kappa, fluorescent DNA synthesis assay, 10 min; Potency, µM (top dose mostly 107 µM), inactives show top-dose activity, negative = inhibition, actives largely listed as inhibitors; hit rate 0.53% among 400,000; Q9UBT6; further: potency means the concentration at half of the fitted maximal effect; on the % scale 0 is the no-effect control and ±100 the full control effect
#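 Inhibition of 10 nM Pol kappa is measured by a fluorescent read-out at 0 and 10 min following addition of 50 nM substrate (final), with a 15-min room-temperature compound preincubation.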
# Pol iota inh: blocks human DNA polymerase iota activity; Pol iota fluorescent replication assay, 10 min; Q9UNA4; hit rate 1% among 390,000; Potency, µM (titrated, usually from 115 µM), inactives show top-dose activity, negative = inhibition, usual class: inhibitors; AID 588590; further: potency means the concentration at half of the fitted maximal effect
#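 Fluorescent replication assay read twice, at 0 min and 10 min after adding 50 nM (final) substrate. Enzyme (10 nM) and compounds were first incubated 15 min at room temperature; enzyme-free buffer wells were negative controls.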
# RXFP1 antagonist: RXFP1 (human) relaxin receptor antagonism; hit rate 0.59% among 350,000; AID 1259400; Q9HBX9; activity change, negative = inhibition, % at 57.5 µM; HEK293-RXFP1, relaxin-stimulated cAMP HTRF, 30 min; hits give low values;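 active means activity change of -60% or lower, but not beyond a set lower limit; inconclusive means change between -60% and -40%, or beyond the set limit; inactive means change above -40%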; further: on the % scale 0 is the no-effect control and ±100 the full control effect
# POLB inh: inhibitors of human DNA polymerase beta; hit rate 1.3% among 340,000; Pol beta primer extension/strand displacement, fluorescence kinetic; P06746; Potency, µM (titrated, usually from 114 µM), without a hit: top-dose activity change, negative = inhibition, most hits filed as inhibitors; further: potency means the concentration at half of the fitted maximal effect; on the % scale 0 is the no-effect control and ±100 the full control effect
#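 Enzyme-only controls used 10 nM Pol beta; buffer lacking enzyme served as negative control. Compound preincubated 15 min, then 50 nM substrate added; 0 and 10 min reads at room temperature.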
# Anesthetic bind: candidate novel general anesthetic via apoferritin binding. P02791. apoferritin/1-aminoanthracene competitive binding, fluorescence. Potency, µM (top dose mostly 77.5 µM), for inactives: top-dose activity change, negative = displacement, most hits filed as inhibitors. hit rate 0.074% among 350,000; further: potency means the concentration at half of the fitted maximal effect; on the % scale 0 is the no-effect control and ±100 the full control effect; nearly all actives have a fitted effect of over 20% in size
#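 In PBS, apoferritin at 10 uM is loaded with 1-AMA from a 50% saturated solution. After 10 min of compound exposure at ambient temperature, reduced 535 nm fluorescence indicates probe displacement.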
# BLM helicase inh: inhibitors of human Bloom syndrome helicase BLM; Potency, µM (doses to about 56.1 µM), for the others: at the top dose activity change, negative = inhibition, usual class: inhibitors; hit rate 0.2% among 350,000; recombinant BLM DNA unwinding, fluorescence dequenching; P54132;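 further: potency means the concentration at half of the fitted maximal effect; plate controls were vehicle for no effect and no enzyme for full effect; nearly all actives have a fitted effect of over 35% in size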
# Pol eta inh: inhibitors of human DNA polymerase eta. AID 588591. Q9Y253. hit rate 1.2% among 390,000. recombinant Pol eta, fluorescent DNA replication assay. Potency, µM (top dose mostly 114 µM), without a hit: at the top dose activity change, negative = inhibition, hits mostly inhibitors; further: potency means the concentration at half of the fitted maximal effect; on the % scale 0 is the no-effect control and ±100 the full control effect
# Target sequence (Q9Y253 whole entry, looked up): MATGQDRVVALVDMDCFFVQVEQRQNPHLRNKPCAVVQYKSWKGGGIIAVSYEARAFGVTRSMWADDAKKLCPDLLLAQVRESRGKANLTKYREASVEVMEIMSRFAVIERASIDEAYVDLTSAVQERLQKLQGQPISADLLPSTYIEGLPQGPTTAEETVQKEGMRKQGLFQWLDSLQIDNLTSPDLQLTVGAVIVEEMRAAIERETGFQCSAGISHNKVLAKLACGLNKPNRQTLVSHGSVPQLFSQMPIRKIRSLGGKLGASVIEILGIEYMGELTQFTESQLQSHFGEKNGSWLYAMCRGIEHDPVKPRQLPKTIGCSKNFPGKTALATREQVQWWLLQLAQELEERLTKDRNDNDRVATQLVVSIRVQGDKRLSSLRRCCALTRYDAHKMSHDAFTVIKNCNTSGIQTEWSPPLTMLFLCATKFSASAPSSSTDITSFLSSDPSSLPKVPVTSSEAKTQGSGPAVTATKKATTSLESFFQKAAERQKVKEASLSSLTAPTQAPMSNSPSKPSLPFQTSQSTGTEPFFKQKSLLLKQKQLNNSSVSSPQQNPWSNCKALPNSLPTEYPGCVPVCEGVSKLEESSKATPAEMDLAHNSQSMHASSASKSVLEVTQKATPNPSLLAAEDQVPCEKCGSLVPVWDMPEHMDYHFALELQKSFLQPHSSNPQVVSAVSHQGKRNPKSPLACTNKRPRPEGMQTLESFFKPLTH
#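 Fluorescent replication assay: 50 nM final substrate added after a 15 min room-temperature compound preincubation with 10 nM enzyme. Signal taken at 0 min and again at 10 min.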
# The depositor's hits bear a star; i = inactive; ? = inconclusive; nt = not tested or not shown; & = joins results of further samples; [ ] = another dose, or the depositor's remark. Unless noted, the call rests on the fitted dose curve; in most records, active means well fitted curve in the direction sought with a large enough effect; inconclusive means small, poorly fitted or top-dose-only effect, or another doubt; inactive means no such curve, though single readings can be large; an effect the other way counts as inactive or inconclusive. These rows are one share of the data; count on the stated rates, not on these rows.
SMILES	Tb PGK inh	APE1 inh	Pol kappa inh	Pol iota inh	RXFP1 antagonist	POLB inh	Anesthetic bind	BLM helicase inh	Pol eta inh
COc1ccc(CNC(=O)NCc2ccc(OC)c(OC)c2)cc1OC	i	-1%	-6%	9%	-6	-5%	-10%	-2%	1%
CC(C)N1CCc2c(sc(NC(=O)Cc3ccccc3)c2C(N)=O)C1	1%	-32%	5%	9%	-10	?	-7%	2%	-15%
NC(=O)c1ccsc1NC(=O)COC(=O)C1=NNC(=O)CC1	-6%	2%	-5%	-13%	4	nt	nt	nt	6%
COC(=O)C1=C(C)NC(=S)N(C(C)=O)C1c1ccc(OC)c(OC)c1 (stereo not drawn)	-10%	-2%	0%	-2%	9	0%	-6%	-2%	-9%
COc1ccc(CNC(=O)c2cccc(S(=O)(=O)N3CCN(C)CC3)c2)cc1	1%	10%	-8%	96%[activator]	13	32%	1%	-1%	13%
COc1ccc2oc(C)c(C(=O)NN)c2c1	nt	-2%	-8%	19%	9	9%	-7%	-1%	-5%
Cc1ccc(-c2nc(S(=O)(=O)c3ccc(C)cc3)c(N(C)C)o2)cc1	5%	14%	-1%	22%	-2	34%	-4%	-6%	-23%
CC(C)CN(C(=O)COC(=O)c1cc2c(s1)CCC2)C1CCS(=O)(=O)C1 (stereo not drawn)	?	13µM*	40µM*	20µM*	-7	13µM*	-19%	25µM*	3.5µM*
COC(=O)CN1C(=O)C2(OCCCO2)c2cc(Br)ccc21	-7%	-2%	-5%	0%	12	7%	-5%	-2%	-14%
Cc1ccc2nc(CSc3nnc(Nc4ccccc4F)s3)cc(=O)n2c1	-1%	0%	-12%	?	-3	22µM*	-8%	-9%	-31%
O=C(OCC#CCSc1nnc(-c2cccc3ccccc23)o1)c1ccc(F)cc1	9%	-10%&19%	4%	32%[activator]	nt	nt	nt	nt	-12%
O=c1oc2ccccc2c(Nc2ccccc2)c1CN1CCCCC1	-7%	1%	6%	13%	-5	46%	-5%	-1%	-26%
CSc1nnc(C(C)(C)C)c(=O)n1/N=C/c1ccccc1	4%	-1%	0%	55%[activator]	-23	-16%	-12%	1%	-21%
COc1ccc(S(=O)(=O)n2ccc(-c3ccc(OCCN(C)c4ccccn4)cc3)n2)cc1	-9%	12%	-14%	29%	-1	10%	75%[activator]	-5%	0%
COc1ccc(OCC(O)CN2CCN(c3ccc(OC)cc3)CC2)cc1 (stereo not drawn)	-10%	43%[activator]	-7%	16%	3	12%	0%	6%	-12%
CCCn1nnnc1NCc1c(Cl)cccc1Cl	-6%	5%	-2%	55%[activator]	1	37%	-10%	-8%	-16%
CN(C(=O)COC(=O)COc1ccc2ccccc2c1)c1c(N)n(Cc2ccccc2)c(=O)[nH]c1=O	9%	47%	-11%	23%	-2	nt	nt	nt	3%
CN(c1cccc(NC(=O)COc2ccccc2)c1)S(C)(=O)=O	-6%	-2%	-10%	14%	0	-1%	31%[activator]	4%	-4%
O=C(Cc1ccc(-n2c(=S)[nH]c3ccccc3c2=O)cc1)N1CCC(N2CCCCC2)CC1	-8%	3%	5%	-6%	-3	-4%	-7%	5%	-4%
COCCCNC(=O)c1cccn2c(=O)c3cc4ccccc4cc3nc12	-10%	?	-12%	18%	10	3%	1%	1%	?
Cc1cc(O)c2c(c1O)C(=O)[C@]13C(=C2O)C(=O)[C@@H]2[C@@H](O)[C@H]1[C@@H]1[C@H](O)[C@H]3C(=O)C3=C(O)c4c(O)cc(C)c(O)c4C(=O)[C@]312	?	9.5µM*	3.5µM*	3.2µM*	nt	nt	nt	nt	5.6µM*
Cn1c(=S)[nH]c2sc3c(c2c1=O)CCC(C(C)(C)C)C3 (stereo not drawn)	nt	-6%	nt	nt	nt	42%	-3%	-2%	nt
Cc1cccc2c(=O)cc(CSCC(=O)Nc3ccc(Cl)cc3)[nH]c12	-7%	nt	-2%[60.1 µM]	-15%	-16	?	-17%	-6%	1%
CCOc1ccc(OCCn2c(=S)[nH]c3ccccc32)cc1	-4%	18%	-20%	-5%	-63*	-13%	-15%	-14%	-9%
C/C(=N\NC(=S)NC1CCCCC1)c1ccc(O)cc1	5%	4%	-30%	4%	1	-2%	-23%	-3%	-3%
c1ccc(Nc2ccccc2Nc2ccccn2)nc1	6%	19%	-1%	-4%	-23	4%	-14%	3%	-2%
CCOc1ccc(N2C(=O)CC(N(CCc3ccc(OC)cc3)C(=O)/C=C/C(=O)O)C2=O)cc1 (stereo not drawn)	12%	21%	-3%	-17%	3	-11%	-1%	1%	-3%
NC(=O)c1ccsc1NC(=O)COC(=O)Cc1ccsc1	-11%	-5%	-6%	?	-8	-6%	-2%	-6%	?
Cc1cccc(NC(=O)CN2CCN(CC(=O)NCc3ccc(Cl)cc3Cl)CC2)c1C	-2%	3%	-1%	-12%	-11	nt	nt	nt	-20%
CCOC(=O)C1(CCOc2ccccc2)CCN(Cc2ccc(O)cc2)CC1	i	11%	11%	40%[activator]	-7	-4%	-13%	-4%	-6%
CNc1nc(N)c([N+](=O)[O-])c(Nc2cccc(F)c2)n1	6%	1%	4%	20%	0	8%	-4%	-1%	-21%
Cc1noc(NS(=O)(=O)c2ccc(N/C=C\C(=O)c3cccs3)cc2)c1C	0%	?	-16%	-22%	8	-21%	-3%	-6%	-11%
CCCCCOc1ccc(NC(=O)CSc2cccc3cccnc23)cc1	i	-1%	-5%	81%[activator]	-19	32%	-20%	2%	-10%
COC(=O)NC1c2ccccc2Oc2ccccc21	i	-6%	3%	114%[activator]	-11	7%	36%[activator]	-1%	-15%
COc1ccc(OCC(O)CN2CCNCC2)cc1 (stereo not drawn)	-3%	6%	-13%	142%[activator]	-1	0%	-4%	2%	-7%
Cc1ccc2c(CC(=O)NC3CCCc4ccccc43)coc2c1 (stereo not drawn)	i	-6%	-10%	-8%	-1	?	-10%	-2%	?
O=C(Cc1ccccc1)Nc1sc2c(c1C(=O)Nc1ccccc1Cl)CCCC2	i	nt	0%	9%	3	8%	2%	-6%	-7%
O=C(N/N=C/c1cccnc1)c1ccc2ccccc2c1O	-6%	-19%	-1%	?	5	16%	-14%	-2%	-14%
COc1ccc(OCC(O)CNS(=O)(=O)c2cccs2)cc1 (stereo not drawn)	1%	-2%	0%	12%	-5	11%	-3%	-3%	1%
COCCNC(=O)/C(C#N)=C/c1ccc(OCc2ccc(F)cc2)cc1	9%	-1%	-17%	8%	-13	2%	?	-11%	-11%
CCOc1ccc(C2C=C(c3ccc(C)cc3)Nc3nnnn32)cc1 (stereo not drawn)	6%	18%	-7%	-3%	9	-13%	84%[activator]	1%	1%
O=C(c1ccc(Sc2ccccc2)c([N+](=O)[O-])c1)N1CCOCC1	i	19%	-19%	-30%	7	-1%	-7%	-6%	-6%
O=C(Nc1ccc(NC(=O)c2cccs2)cc1)c1cccs1	-1%	75%[activator][12.4 µM]	-10%	-11%	-31	-1%	4%	-1%	-8%
CN(NC(=O)C1CC(=O)N(c2ccccc2)C1)C1=NS(=O)(=O)c2ccccc21 (stereo not drawn)	-5%	-5%	-16%	10%	5	-26%	0%	-7%	-6%

# Not a retest: entries from further up.
SMILES	Tb PGK inh	APE1 inh	Pol kappa inh	Pol iota inh	RXFP1 antagonist	POLB inh	Anesthetic bind	BLM helicase inh	Pol eta inh
CNc1nc(N)c([N+](=O)[O-])c(Nc2cccc(F)c2)n1	6%	1%	4%	20%	0	8%	-4%	-1%	-21%
Cc1noc(NS(=O)(=O)c2ccc(N/C=C\C(=O)c3cccs3)cc2)c1C	0%	?	-16%	-22%	8	-21%	-3%	-6%	-11%
CCCCCOc1ccc(NC(=O)CSc2cccc3cccnc23)cc1	i	-1%	-5%	81%[activator]	-19	32%	-20%	2%	-10%
COC(=O)NC1c2ccccc2Oc2ccccc21	i	-6%	3%	114%[activator]	-11	7%	36%[activator]	-1%	-15%
COc1ccc(OCC(O)CN2CCNCC2)cc1 (stereo not drawn)	-3%	6%	-13%	142%[activator]	-1	0%	-4%	2%	-7%
Cc1ccc2c(CC(=O)NC3CCCc4ccccc43)coc2c1 (stereo not drawn)	i	-6%	-10%	-8%	-1	?	-10%	-2%	?
O=C(Cc1ccccc1)Nc1sc2c(c1C(=O)Nc1ccccc1Cl)CCCC2	i	nt	0%	9%	3	8%	2%	-6%	-7%
O=C(N/N=C/c1cccnc1)c1ccc2ccccc2c1O	-6%	-19%	-1%	?	5	16%	-14%	-2%	-14%
COc1ccc(OCC(O)CNS(=O)(=O)c2cccs2)cc1 (stereo not drawn)	1%	-2%	0%	12%	-5	11%	-3%	-3%	1%
COCCNC(=O)/C(C#N)=C/c1ccc(OCc2ccc(F)cc2)cc1	9%	-1%	-17%	8%	-13	2%	?	-11%	-11%
